# TDP1 cell CPT: DT40-hTDP1 cell growth loss with CPT; 12% of 420,000 active; Potency, µM (series often up to 46.2 µM), inactives show at the top dose activity change, negative = growth inhibition, most hits filed as inhibitors; chicken DT40 Tdp1-/-;hTDP1 cells + 20 nM CPT, ATP luminescence, 48 h; note: nearly all actives have a fitted effect of over 55% in size
#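 Chicken DT40 Tdp1-/- cells stably complemented with human TDP1 were seeded at 400 cells/well in medium containing 20 nM camptothecin, exposed to pin-transferred compounds, and grown at 37 °C for at least 48 hr. Viability was read as ATP luminescence.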
# DT40 TDP1 no CPT: qHTS for Inhibitors of human tyrosyl-DNA phosphodiesterase 1 (TDP1): qHTS in cells in absence of CPT; DT40 Tdp1-/- hTDP1 cells, no CPT, ATP luminescence, 48 h; Potency, µM (series often up to 46.2 µM), without a hit: top-dose activity change, negative = growth inhibition, most hits filed as inhibitors; 15% of 420,000 active; AID 686978, 2013; note: nearly all actives have a fitted effect of over 55% in size
#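 Camptothecin absent (DMSO only). Human TDP1-complemented DT40 knockout cells, 400 cells/well, 37 °C for minimum 48 hr; ATP measured via CellTiter-Glo, 30 min dark incubation, luminescence.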
# TDP1 block: inhibitors of human tyrosyl-DNA phosphodiesterase TDP1; recombinant TDP1, AlphaScreen DNA substrate cleavage; AID 485290; Potency, µM (doses to about 130 µM), without a hit: at the top dose activity change, negative = inhibition, usual class: inhibitors; Q9NUW8; 0.28% of 350,000 active; note: nearly all actives have a fitted effect of over 40% in size
# Target sequence (Q9NUW8 whole entry, looked up): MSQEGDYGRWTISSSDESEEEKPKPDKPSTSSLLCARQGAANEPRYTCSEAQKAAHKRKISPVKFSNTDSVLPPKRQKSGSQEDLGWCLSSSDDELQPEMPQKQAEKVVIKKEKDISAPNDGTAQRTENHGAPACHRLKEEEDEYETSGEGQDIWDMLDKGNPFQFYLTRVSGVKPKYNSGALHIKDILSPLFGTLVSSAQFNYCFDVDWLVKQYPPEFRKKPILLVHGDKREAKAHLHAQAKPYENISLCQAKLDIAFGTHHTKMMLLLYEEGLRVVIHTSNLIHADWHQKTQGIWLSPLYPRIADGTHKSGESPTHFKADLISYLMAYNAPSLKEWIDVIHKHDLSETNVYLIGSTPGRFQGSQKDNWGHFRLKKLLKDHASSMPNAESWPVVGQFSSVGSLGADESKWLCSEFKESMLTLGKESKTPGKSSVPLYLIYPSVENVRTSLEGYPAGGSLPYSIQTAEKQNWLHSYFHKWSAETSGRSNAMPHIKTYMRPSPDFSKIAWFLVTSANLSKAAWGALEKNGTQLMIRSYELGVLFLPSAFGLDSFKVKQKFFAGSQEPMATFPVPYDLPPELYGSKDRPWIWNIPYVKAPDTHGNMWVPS
#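 Signal: AlphaScreen proximity between streptavidin donor and anti-FITC acceptor beads on intact substrate. Reaction: Tdp1 1 nM, substrate 15 nM final, 5 min RT after 15 min compound preincubation.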
# * marks the source's active call; other numbers are inactive results; ? = inconclusive; nt = not tested or not shown; & = joins results of further samples; [ ] = dose if it differs, or a comment. Calls come from the whole dose curve; as a rule, active = well fitted curve in the direction sought with a large enough effect; inconclusive = small, poorly fitted or top-dose-only effect, or another doubt; inactive = no such curve, though single readings can be large; an effect the other way counts as inactive or inconclusive. % is set by controls: 0 for no effect and ±100 for the full control effect; potency is the fitted concentration of half-maximal effect. Outcome played no part in choosing rows, and some 18% of all compounds hit somewhere here.
# Below each compound: TDP1 cell CPT, DT40 TDP1 no CPT, TDP1 block
> COc1ccccc1/C=C1/SC(=S)N(C(C)C(=O)NC2C=CS(=O)(=O)C2)C1=O (centres undefined)
→ ?, ?, 10%
> CN(C1CCCCC1)S(=O)(=O)c1ccc2[nH]c(=O)oc2c1
→ 1%, -34%, -3%
> Cc1ccc(Cn2ncc3c(N4CCN(C)CC4)ncnc32)cc1
→ ?, 10µM*, 4%
> COc1ccc(CCNC(=O)c2cc(C(C)C)on2)cc1OC
→ ?, ?, 0%
> COc1cccc(C(=O)c2c(-c3ccccc3)ncc3cc(OC)c(OC)cc23)c1
→ ?, ?, 2%[56.1 µM]
> COc1ccc(Nc2nc(C)nc3c2oc2ccccc23)cc1
→ ?, ?, nt
> O=C(O)c1cccc(NC(=O)c2ccc3c(c2)C(=O)N(c2ccccc2)C3=O)c1
→ 6%, -9%, nt
> Cc1cccc(C)c1-n1nnnc1C(c1cccc2ccccc12)N1CCN(C/C=C/c2ccccc2)CC1 (centres undefined)
→ 4.6µM*, 5.8µM*, nt
> O=C(CN1CCC(c2nc3ccccc3[nH]2)CC1)NCc1ccc2c(c1)OCO2
→ 0%, -3%, 10%
> Cc1ccc(NC(=O)c2ccccc2NS(=O)(=O)c2ccc(F)cc2)cc1S(=O)(=O)N1CCCCC1
→ 16µM*, 12µM*, 3%
> C(=NN1CCCCCC1)c1ccccc1
→ 0%, -14%, nt
> C/C(CCc1ccco1)=N/NC(=O)CCC(=O)Nc1ccc(Br)cc1
→ -1%, -17%, -2%
> Cc1ccc(S(=O)(=O)N2CCC(C(=O)Nc3nnc(-c4ccc(F)cc4)s3)CC2)cc1
→ -2%, ?, -1%
> CC(CC(=O)Nc1nc2ccccc2[nH]1)c1ccccc1 (centres undefined)
→ ?, ?, 7%
> C#CCOCCOCCOCCNc1nc(N2CCN(C(=O)[C@H]([C@@H](C)CC)n3cc([C@@H](N)Cc4ccc(O)cc4)nn3)CC2)nc(N2CCN(C(=O)[C@H](Cc3ccc(O)cc3)n3cc([C@@H](N)CC(C)C)nn3)CC2)n1
→ 2%, 2%, 3%
> CCCCn1nnc(NC(=O)COc2ccc(Cl)c(C)c2)n1
→ -3%, -5%, 1%
> O=C(O)CC/C(=C\c1cc2c(cc1Br)OCO2)c1nc2ccccc2s1
→ 4%, -11%, 5%
> OC(COCc1cccs1)CN1CCCCCC1 (centres undefined)
→ -14%, -22%, -5%
> O=C(N[C@H](Cc1ccc(Cl)cc1)C(=O)O)OCC1c2ccccc2-c2ccccc21
→ -10%, ?, nt
> O=C(Cc1ccccc1)NN1C(=O)C2C3C=CC(C4CC34)C2C1=O (centres undefined)
→ 15%, 13%, -1%

# Compounds above that have a Cl atom, in the order listed:
# Below each compound: TDP1 cell CPT, DT40 TDP1 no CPT, TDP1 block
> CCCCn1nnc(NC(=O)COc2ccc(Cl)c(C)c2)n1
→ -3%, -5%, 1%
> O=C(N[C@H](Cc1ccc(Cl)cc1)C(=O)O)OCC1c2ccccc2-c2ccccc21
→ -10%, ?, nt

# (more compounds)
# Below each compound: TDP1 cell CPT, DT40 TDP1 no CPT, TDP1 block
> COc1ccc(C2C(C(N)=O)=C(C)Nc3nc(CCCO)nn32)cc1 (centres undefined)
→ 3%&-13%, -1%&-4%, 2%
> COc1ccc(CCNS(=O)(=O)c2ccc3c(c2)NC(=O)CO3)cc1OC
→ 1%, -1%, nt
> COCCn1c(=O)c(-c2ccccc2)nc2cnc(N3CCNCC3)nc21
→ 11%, -28%, nt
> Cc1ccc(C2CC(c3ccc(NS(C)(=O)=O)cc3)=NN2C(=O)c2ccco2)cc1 (centres undefined)
→ -5%, ?, 4%
> Cc1nc(N2CCOCC2)nc(N2CCCCC2C)c1[N+](=O)[O-] (centres undefined)
→ ?, ?, 11%
> CC1(Cc2ccc(Cl)cc2)C(=O)Nc2c(Cl)cccc21 (centres undefined)
→ -20%, ?, nt
> C[C@@H]1CN([C@@H](C)CO)C(=O)c2ccccc2-c2ccccc2CO[C@@H]1CN(C)S(=O)(=O)c1ccc(C(F)(F)F)cc1
→ ?, -3%, nt
> CCCCc1nc2cc(C(=O)N3CCC(OCCOC)CC3)ccc2o1
→ 15%, -15%, 2%
> CC(=O)C[n+]1cccc2cc(Cl)ccc21
→ -19%, -28%, nt
> O=C1NC2(CCCCCC2)N=C1c1ccc(Br)cc1
→ -27%, 0%, 6%
> CC(=O)Oc1cccc(N2C(=O)C3C4C=CC(C4=C(C)C)C3C2=O)c1 (centres undefined)
→ ?, ?, 10%
> COc1cccc(NC(=O)C2CCCN(S(=O)(=O)c3ccc4[nH]c(=O)ccc4c3)C2)c1 (centres undefined)
→ ?, ?, 2%
> Nc1ccc(C(=O)NC2CCSc3ccccc32)cc1[N+](=O)[O-] (centres undefined)
→ ?, ?, 0%
> O=C(CC(NS(=O)(=O)c1ccc(Cl)cc1)c1ccco1)NCc1ccco1 (centres undefined)
→ -11%, -22%, -4%
> CCC1CCCCN1CCNC(=O)C1CCCN(S(=O)(=O)c2cccc3nsnc23)C1 (centres undefined)
→ -10%, 39%[activator], 0%
> CC(C)c1ccc(NC(=O)CCN2C(=O)c3ccc([N+](=O)[O-])cc3C2=O)cc1
→ -1%, -9%, 3%
> O=S(=O)(c1ccccc1)N1N=C(c2ccc(Br)cc2)CC1c1ccco1 (centres undefined)
→ 16µM*, 16µM*, 2%
> CN(C)CCNC(=O)c1ccc(Cl)s1
→ -6%, -1%, 3%
> Cc1cc(N2C(=O)C3C4c5ccccc5C(c5ccccc54)C3C2=O)no1 (centres undefined)
→ 12µM*, 10µM*, -4%
> Cc1cccc(N2CN(Cc3ccco3)CNC2=S)c1
→ -8%, -12%, -1%

# More structures
# Below each compound: TDP1 cell CPT, DT40 TDP1 no CPT, TDP1 block
> CCOC(=O)N1CCN(C(=O)/C=C/c2ccc(C(C)(C)C)cc2)CC1
→ ?, 16µM*, 3%
> O=C(c1ccccc1-c1ccccc1)N1CCN(c2ccccn2)CC1
→ 3.3µM*, 2.6µM*, 5%
> Cc1cnc(C(=O)OCC(=O)NCc2ccc3c(c2)OCO3)cn1
→ -8%, -15%, 2%
> O=C(Nc1cc(Cl)ccn1)C1CCN(S(=O)(=O)c2cccs2)CC1
→ -22%, ?, 4%
> CCN(CC)CCNC(=O)c1c(C)oc2cc(Br)c(OC)cc12
→ -25%, ?, 4%
> COc1cccc(C(=O)n2cnnc2N)c1OC
→ -22%, 1%, 2%
> CCOC(=O)C1CCN(C(=O)CN2C(=O)c3ccccc3S2(=O)=O)CC1
→ -12%, -8%, -7%
> CCOC(=O)C1CCN(C(=O)Cc2ccc(-c3ccccc3)cc2)CC1
→ -13%, 3%, nt
> Cc1ccccc1OC(=O)n1c(=S)oc2cc(Cl)ccc21
→ ?, ?, 7%
> CCc1nc2oc3ccccc3c(=O)c2c(=O)n1-c1ccc(C)cc1
→ -8%, -17%, -7%
> CCn1c(N2CCN(CC(=O)Nc3cccc(C)c3C)CC2)nc2ccccc21
→ -23%, 21µM*, 2%
> COc1ccc2cc(/C=N/NC(=O)CSCc3ccc([N+](=O)[O-])cc3)c(Cl)nc2c1
→ ?, ?, 0%
> CCOC(=O)C1CCN(C(=O)Cn2cc(C(=O)OC)c3ccccc32)CC1
→ -2%, 8%, 7%
> O=C(C=Cc1ccccc1)c1cccs1
→ 18µM*, 16µM*, nt
> CCCc1cc(C(=O)N2CCCC(N3CCN(c4ccc(F)cc4)CC3)C2)no1 (centres undefined)
→ -10%, -3%, 2%
> CC(CNC(=S)Nc1cc(F)cc(F)c1)CSc1ccc(Cl)cc1 (centres undefined)
→ ?, 26µM*, 6%
> COc1ccccc1N1CCN(C(=O)CCSCc2ccccc2F)CC1
→ ?, ?, 7%&-3%
> COc1ccc(CCC(=O)Nc2ccc(C)c([N+](=O)[O-])c2)cc1
→ -10%, -26%, 3%
> O=c1oc2ccccc2cc1-c1nc(-c2cccs2)cs1
→ -16%, ?, nt
> CCN(CC)c1ccc(C=C2SC(=S)NC2=O)cc1
→ 13µM*, ?, nt

# Entries from the list above containing fluorine:
# Below each compound: TDP1 cell CPT, DT40 TDP1 no CPT, TDP1 block
> Cc1ccc(NC(=O)c2ccccc2NS(=O)(=O)c2ccc(F)cc2)cc1S(=O)(=O)N1CCCCC1
→ 16µM*, 12µM*, 3%
> Cc1ccc(S(=O)(=O)N2CCC(C(=O)Nc3nnc(-c4ccc(F)cc4)s3)CC2)cc1
→ -2%, ?, -1%
> C[C@@H]1CN([C@@H](C)CO)C(=O)c2ccccc2-c2ccccc2CO[C@@H]1CN(C)S(=O)(=O)c1ccc(C(F)(F)F)cc1
→ ?, -3%, nt
> CCCc1cc(C(=O)N2CCCC(N3CCN(c4ccc(F)cc4)CC3)C2)no1 (centres undefined)
→ -10%, -3%, 2%
> CC(CNC(=S)Nc1cc(F)cc(F)c1)CSc1ccc(Cl)cc1 (centres undefined)
→ ?, 26µM*, 6%
> COc1ccccc1N1CCN(C(=O)CCSCc2ccccc2F)CC1
→ ?, ?, 7%&-3%

# Continuation:
# Below each compound: TDP1 cell CPT, DT40 TDP1 no CPT, TDP1 block
> CCOc1cc(C2C(C(=O)Nc3ccc(OC)cc3)=C(C)Nc3nc(SC)nn32)ccc1O (centres undefined)
→ -3%, -2%, -4%
> NC(=O)CC(NC(=O)Cc1cccc2ccccc12)c1ccc(NC2CCCCCC2)c([N+](=O)[O-])c1 (centres undefined)
→ -22%, -18%, 5%
> O=C(N/N=C/c1ccccc1O)c1cccc(C(F)(F)F)c1
→ 5.2µM*, 3.3µM*, ?
> Cc1nc(SCC(=O)NCc2ccco2)[nH]c(=O)c1C
→ 23µM*, -20%, -3%
> C=C(C)CN(CC)c1nc(N)c(C#N)c(CC#N)c1C#N
→ 1%, -10%, 1%
> CCOc1ccccc1CNC(=O)c1ccccc1NC(=O)C1=CSCCO1
→ ?, 26µM*, 5%
> CCc1nc2cccnc2n1-c1ccc(CC(=O)O)cc1
→ 9%, -21%, nt
> COc1ccc(CCN2C(=O)N(c3ccc(F)cc3)C(=O)C2CC(=O)Nc2ccccc2)cc1OC (centres undefined)
→ ?, -24%, -1%
> O=C(NCc1ccc2c(c1)OCO2)c1ccc2c(c1)OCO2
→ -2%, -4%, nt
> O=C(N1CCN(c2ccc(F)cc2)CC1)C1(c2cccs2)CCOCC1
→ -22%, ?, 3%
> O=C(CCc1ccc(S(=O)(=O)N2CCOCC2)cc1)NCCc1ccccn1
→ 3%, -13%, 2%
> COCCCNC(=O)Cn1c(=O)n(-c2ccc(C)cc2)c(=O)c2c1c1cc(C)ccc1n2C
→ -28%, ?, 6%
> CC(C)NC(=O)N(C)C[C@H]1Oc2cc(Br)ccc2S(=O)(=O)N([C@H](C)CO)C[C@H]1C
→ -26%, -7%, nt
> CCC1=Nc2cc(C(=O)NCCN3CCOCC3)ccc2Sc2ccc(C)cc21
→ -10%, 0%, 7%
> Cc1cc(N2C(=O)Cc3ccccc3C2=O)ccc1C(C)C
→ 2%, -6%, nt
> Cc1nc(-n2nc(C)c(CCC(C)C)c2C)sc1C(=O)Nc1cccc(Cl)c1
→ ?, ?, 2%
> CCOc1ccc(Cc2c(Cl)nc(SC)nc2N(C)C)cc1
→ 18µM*, 16µM*, -8%
> CCc1ccc(-n2nc3ccc(NC(=O)c4cc(Cl)c(OC)c(Cl)c4)cc3n2)cc1
→ ?, ?, 1%
> O=C(/C=C/c1ccco1)Oc1ccc(C(=S)N2CCOCC2)cc1
→ ?, ?, -1%
> COc1ccc2nc(C(C)O)[nH]c2c1 (centres undefined)
→ 2%, -2%, 2%

# (next part)
# Below each compound: TDP1 cell CPT, DT40 TDP1 no CPT, TDP1 block
> CC1(C)Cc2c(c(-c3ccccc3)nc(N3CCCC3)c2C(N)=O)CO1
→ 8%, 4%, 3%
> Cc1[nH]n(-c2ccc(Br)cc2)c(=O)c1/C=N/NC(=O)c1ccccc1
→ 4.6µM*, 2.9µM*, 9%
> NS(=O)(=O)c1cccc(NC(=O)COC(=O)Cc2ccc(Cl)cc2)c1
→ -7%, 4%, 3%
> N#Cc1cn(CC(=O)NCc2cccnc2)c2ccccc12
→ 2%, -10%, 7%
> O=C(OCC(=O)N1CCN(c2cccc(Cl)c2)CC1)c1ccco1
→ -17%, -13%, 0%
> Cc1c(C(=O)OC2CCCCC2)[nH]c2c1C(=O)CC(C)(C)C2
→ ?, ?, 5%
> O=C(N/N=C/c1cccc2ccccc12)c1ccccc1Cl
→ -7%, -4%, nt
> NS(=O)(=O)c1ccc(N=Nc2c(O)c(C(=O)O)cc3ccccc23)cc1
→ -19%, 2%, 3%
> CCCC(=O)Nc1nc(-c2ccc3c(c2)CCN3S(C)(=O)=O)cs1
→ ?, 23µM*, 3%

# Compound activity (PubChem)
